Screening results from PubChem BioAssay.
CHT inh = inhibitors of human choline transporter CHT; Q9GZV3; CHT-expressing cells, membrane potential dye, choline response; active compounds read low; B-score at 10 µM; hit rate 0.86% among 310,000; AID 488975;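 active = B-score over 3 SD under the library average, and starting fluorescence ratio not unusually high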;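 note: choline stimulus applied at its EC90 after an EC20 pre-addition; B-score computed on integrated fluorescence ratio after choline addition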
Target sequence (Q9GZV3 whole entry, looked up): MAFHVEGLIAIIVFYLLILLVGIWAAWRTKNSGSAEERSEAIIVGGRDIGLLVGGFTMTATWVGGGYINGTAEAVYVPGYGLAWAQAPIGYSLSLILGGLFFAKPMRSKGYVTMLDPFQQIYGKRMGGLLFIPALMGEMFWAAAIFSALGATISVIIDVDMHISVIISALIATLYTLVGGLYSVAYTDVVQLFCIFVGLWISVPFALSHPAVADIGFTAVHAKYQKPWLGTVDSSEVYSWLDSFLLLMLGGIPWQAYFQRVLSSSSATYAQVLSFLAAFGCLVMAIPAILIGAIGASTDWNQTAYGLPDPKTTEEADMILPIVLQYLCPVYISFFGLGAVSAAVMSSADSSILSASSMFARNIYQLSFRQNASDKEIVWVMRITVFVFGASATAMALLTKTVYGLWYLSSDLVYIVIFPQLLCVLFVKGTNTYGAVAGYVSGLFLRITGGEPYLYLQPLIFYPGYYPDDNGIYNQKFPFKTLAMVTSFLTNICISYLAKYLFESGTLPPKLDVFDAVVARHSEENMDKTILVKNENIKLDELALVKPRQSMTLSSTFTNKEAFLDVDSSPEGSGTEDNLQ
Kir21 inh = inhibitors of mouse Kir2.1 inward-rectifier potassium channel; hit rate 0.85% among 310,000; P35561; HEK293-Kir2.1, FluxOR thallium flux fluorescence; active compounds read low; B-score at 10 µM; AID 1672;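 active = fluorescence ratio B-score at or below minus 3 SD of library scores, with starting-brightness B-score within 2 SD, cut at about -4.2 in these data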;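 note: channel flux triggered by added potassium and thallium sulfate stimulus; B-score of peak minus minimum fluorescence over baseline after thallium stimulus; more negative B-score means stronger Kir2.1 block with less thallium influx; some compounds called inactive have numbers as strong as hits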
Target sequence (P35561 whole entry, looked up): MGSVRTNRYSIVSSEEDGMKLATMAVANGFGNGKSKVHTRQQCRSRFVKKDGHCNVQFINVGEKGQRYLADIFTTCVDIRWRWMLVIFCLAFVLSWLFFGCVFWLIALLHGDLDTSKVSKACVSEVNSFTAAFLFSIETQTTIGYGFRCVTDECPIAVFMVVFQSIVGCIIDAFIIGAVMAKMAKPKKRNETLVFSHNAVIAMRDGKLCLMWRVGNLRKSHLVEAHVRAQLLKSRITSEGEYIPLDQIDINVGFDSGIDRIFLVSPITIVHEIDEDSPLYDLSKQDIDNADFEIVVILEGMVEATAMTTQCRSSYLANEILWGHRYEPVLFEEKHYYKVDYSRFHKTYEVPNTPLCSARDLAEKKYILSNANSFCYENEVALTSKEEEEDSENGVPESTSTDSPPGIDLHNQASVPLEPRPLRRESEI
Starred values were filed as active, the others as inactive. Outcome played no part in choosing rows; any-hit rate near 1.6%.

The first 2 compounds as a preview:
`O=C(COc1ccc(S(=O)(=O)Nc2cccc(C(F)(F)F)c2)cc1)N1CCOCC1` gave CHT inh inactive and Kir21 inh 0.03.
O=C(CSc1nnc(-c2ccccc2)o1)NC1CCCC1 was read as CHT inh inactive and Kir21 inh -0.81.

This part in full, from the start:
`O=C(COc1ccc(S(=O)(=O)Nc2cccc(C(F)(F)F)c2)cc1)N1CCOCC1` gave CHT inh inactive and Kir21 inh 0.03.
O=C(CSc1nnc(-c2ccccc2)o1)NC1CCCC1 was read as CHT inh inactive and Kir21 inh -0.81.
Screening CNC(=O)c1[nH]cnc1C(=O)N[C@@H](Cc1ccccc1)C(=O)OCc1ccccc1 returned CHT inh inactive and Kir21 inh -0.43.
Screening COc1ccc(-c2nnn(CC(=O)Nc3sc4c(c3C#N)CCCC4)n2)cc1 returned CHT inh inactive and Kir21 inh 0.34.
For CC1=C(C(=O)OC(C)C)C(c2cccs2)N2C(=O)CCSC2=N1 (stereo not given) the results were CHT inh inactive and Kir21 inh 1.2.
`Cc1nc(Cl)c(C#N)c2c1CCCC2` gave CHT inh inactive and Kir21 inh -1.09.
For COC(=O)NC1c2ccccc2Oc2ccccc21 the results were CHT inh inactive and Kir21 inh 0.65.
COc1ccc(C2/C(=C(/O)c3ccc4c(c3)CC(C)O4)C(=O)C(=O)N2CCCn2ccnc2)cc1 (stereo not given) was read as CHT inh inactive and Kir21 inh 0.01.
Screening O=C(Nc1cccc(Cl)c1)Nc1cnccn1 returned CHT inh inactive and Kir21 inh 0.45.
For Nc1nonc1-n1nnc(C(=O)N/N=C/c2ccc(O)cc2)c1COc1ccc(F)cc1 the results were CHT inh inactive and Kir21 inh 0.43.
`CC1(C)C(C=C(Cl)Cl)C1C(=O)Nc1ccc([N+](=O)[O-])cc1` (stereo not given) gave CHT inh inactive.
CC(C)CNC(=O)c1cc(=O)[nH]c2ccc(S(=O)(=O)Nc3ccc(F)cc3)cc12 was read as CHT inh inactive and Kir21 inh 0.17.
Screening CC1=NN(Cc2ccccc2)C(=O)C1C(c1ccc(Cl)cc1)C(C#N)C#N (stereo not given) returned CHT inh inactive and Kir21 inh -5.53*.
`COc1cc(OC)cc(C(=O)NCc2ccc3c(c2)OCO3)c1` gave CHT inh inactive and Kir21 inh -0.91.
`CN1C(=O)c2ccc(C(=O)NCc3ccco3)cc2C1=O` gave CHT inh inactive and Kir21 inh -0.01.

3 entries out of the list, sorted by formula weight, falling.
For Nc1nonc1-n1nnc(C(=O)N/N=C/c2ccc(O)cc2)c1COc1ccc(F)cc1 the results were CHT inh inactive and Kir21 inh 0.43.
Screening COc1ccc(-c2nnn(CC(=O)Nc3sc4c(c3C#N)CCCC4)n2)cc1 returned CHT inh inactive and Kir21 inh 0.34.
`CN1C(=O)c2ccc(C(=O)NCc3ccco3)cc2C1=O` gave CHT inh inactive and Kir21 inh -0.01.

The results go on:
`O=C(Cn1c(CC(=O)N2CCCC2)nc2ccccc21)NCc1ccccc1` gave CHT inh inactive and Kir21 inh -2.54.
Screening CCN1C(=O)C(CC(=O)Nc2ccccc2Cl)N(NC(=O)c2cccc(F)c2)C1=S (stereo not given) returned CHT inh inactive and Kir21 inh 0.04.
For CC(C)n1cc(-c2ccc(Cl)cc2)cc(C#N)c1=O the results were CHT inh inactive and Kir21 inh 3.15.
Screening CCCN(Cc1ccccc1)C(=S)Nc1ccc(OC(F)F)cc1 returned CHT inh inactive and Kir21 inh -0.38.
`CCOc1ccc(C(c2c(O)nc(SC)[nH]c2=O)c2c(O)nc(SC)[nH]c2=O)cc1` gave CHT inh inactive and Kir21 inh 2.29.
For O=c1c2ccccc2ncn1-c1ccc(Br)cc1[N+](=O)[O-] the results were CHT inh inactive and Kir21 inh -0.03.
`CCn1c(SCC(=O)NC2CCCC2)nnc1-c1cccnc1` gave CHT inh inactive and Kir21 inh -1.54.
Fc1c(F)c(F)c(N=Cc2ccc3ncccc3c2)c(F)c1F was read as CHT inh inactive and Kir21 inh 0.94.
CC1=C(C(=O)Nc2ccccc2)C(c2cccnc2)n2ncnc2N1 (stereo not given) was read as CHT inh inactive and Kir21 inh 0.43.
NC(=O)CCC(NC(=O)c1ccc(Cl)cc1)C(=O)O (stereo not given) was read as CHT inh inactive and Kir21 inh -0.03.
`CC(C)CCN1CCN(Cc2cccc3nonc23)CC1CCO` (stereo not given) gave CHT inh inactive and Kir21 inh -1.93.
N=c1n(Cc2ccccc2)c2ccccc2n1CC(O)COc1ccccc1 (stereo not given) was read as CHT inh -9.78* and Kir21 inh -7.14*.
Screening O=C(NCCc1cccs1)C1CC(c2ccc([N+](=O)[O-])cc2)=NO1 (stereo not given) returned CHT inh inactive and Kir21 inh 0.52.
`O=C1NC(CCc2ccccc2)C(=O)N1Cc1ccccc1Cl` (stereo not given) gave CHT inh inactive and Kir21 inh 0.68.
`Cc1nn(C)c(Oc2cccc(Cl)c2)c1C=O` gave CHT inh inactive and Kir21 inh -0.99.

A run of entries taken from the entries so far, for reference:
`O=C(COc1ccc(S(=O)(=O)Nc2cccc(C(F)(F)F)c2)cc1)N1CCOCC1` gave CHT inh inactive and Kir21 inh 0.03.
O=C(CSc1nnc(-c2ccccc2)o1)NC1CCCC1 was read as CHT inh inactive and Kir21 inh -0.81.

Back to the main list, repeating the 3 entries before the break.
Screening O=C(NCCc1cccs1)C1CC(c2ccc([N+](=O)[O-])cc2)=NO1 (stereo not given) returned CHT inh inactive and Kir21 inh 0.52.
`O=C1NC(CCc2ccccc2)C(=O)N1Cc1ccccc1Cl` (stereo not given) gave CHT inh inactive and Kir21 inh 0.68.
`Cc1nn(C)c(Oc2cccc(Cl)c2)c1C=O` gave CHT inh inactive and Kir21 inh -0.99.
`Cc1nc(SC(C)C(=O)NCC2CCCO2)c2cc(-c3ccccc3)sc2n1` (stereo not given) gave CHT inh inactive and Kir21 inh -1.04.
`COc1ccc(C(=O)NCc2nnc(SCC(=O)Nc3cc(C)cc(C)c3)o2)cc1OC` gave CHT inh inactive and Kir21 inh 1.18.
`COc1ccc(-c2[nH]ncc2CN(C)Cc2ccccn2)c(OC)c1` gave CHT inh inactive and Kir21 inh 0.13.
`CN(C)S(=O)(=O)c1ccc(N2CCCC2)c(C(=O)N2CCC(C(N)=O)CC2)c1` gave CHT inh inactive and Kir21 inh 0.15.
Screening COc1ccc2nc(NC(=O)c3ccc4ncsc4c3)sc2c1 returned CHT inh inactive and Kir21 inh 0.24.
`Cc1ccc(S(=O)(=O)CCSc2nc(C)cc(C(F)(F)F)c2C#N)cc1` gave CHT inh inactive and Kir21 inh -2.98.
Cc1ccc2nc(NC(=O)C3CC(=O)N(Cc4ccco4)C3)sc2c1 (stereo not given) was read as CHT inh inactive and Kir21 inh -1.21.
`COc1ccc(S(=O)(=O)NCc2ccc3c(c2)cc(C)n3C)cc1` gave CHT inh inactive and Kir21 inh 1.55.
For O=C(N1CCOCC1)C12CC3CC(C1)CC(n1cnc(Cl)n1)(C3)C2 the results were CHT inh inactive and Kir21 inh 1.53.
CCCC(=O)c1c[nH]c(C(=O)NCCc2ccccn2)c1 was read as CHT inh inactive and Kir21 inh 0.84.
Screening COc1ccc(CCNC(=O)C(C)OC(=O)c2nsc(Cl)c2Cl)cc1OC (stereo not given) returned CHT inh inactive and Kir21 inh 0.82.
`CCN(CC)C(=O)c1[nH]cnc1C(=O)NCC(=O)OC(C)(C)C` gave CHT inh inactive and Kir21 inh -0.04.
`CCOC(=O)/C(C#N)=C/c1c(N2CCN(C)CC2)nc2ccccn2c1=O` gave CHT inh inactive and Kir21 inh 2.12.
For CCn1c(COc2ccccc2C)nnc1SCC(=O)N1CCN(c2ccccc2)CC1 the results were CHT inh inactive and Kir21 inh -0.45.
O=C(c1ccc(-c2ccc([N+](=O)[O-])cc2)o1)N1CCCC(C(F)(F)F)C1 (stereo not given) was read as CHT inh inactive and Kir21 inh 0.02.
`Nc1nc(SCC(=O)N2N=C3/C(=C/c4ccco4)CCCC3C2c2ccco2)n[nH]1` (stereo not given) gave CHT inh inactive and Kir21 inh -1.65.
For CCOC(=O)C1CCCCN1Cc1ccc(C(F)(F)F)cc1 (stereo not given) the results were CHT inh inactive and Kir21 inh 0.05.
Cc1cc(C)c2cc(C(=O)N3CCc4ccccc4C3)[nH]c2c1 was read as CHT inh inactive and Kir21 inh 1.15.
CO/N=C(\Cn1ncc(N2CCCC2)c(Cl)c1=O)c1ccc(Cl)cc1 was read as CHT inh inactive and Kir21 inh 1.6.
For CCOC(=O)c1cc2sccc2n1Cc1ccccc1 the results were CHT inh inactive and Kir21 inh -0.38.
For CCn1c(CC(=O)Nc2ccc(C)cc2)n[nH]c1=S the results were CHT inh inactive and Kir21 inh -0.02.
For Cc1cccc(C2c3[nH]c4ccccc4c3CCN2C(=O)c2cc3c([nH]c2=O)CCCC3)n1 (stereo not given) the results were CHT inh -9.56* and Kir21 inh 0.17.
`COc1ccc(CNC(=O)COC(=O)c2ccccn2)cc1` gave CHT inh inactive and Kir21 inh -0.48.
For Cc1cc(C)cc(Oc2nc(-c3ccccc3)cc(C)c2S(C)(=O)=O)c1 the results were CHT inh inactive and Kir21 inh 0.05.
Screening COc1ccc(OC)c(C2C(C(N)=O)=C(C)Nc3nc(CCCO)nn32)c1 (stereo not given) returned CHT inh inactive and Kir21 inh -0.61.
For CCOC(=O)c1cnc2cc3c(cn2c1=O)CCCC3 the results were CHT inh inactive and Kir21 inh 1.05.
For COc1cc2c(cc1NC(=O)/C=C/c1ccc([N+](=O)[O-])cc1)oc1ccccc12 the results were CHT inh inactive and Kir21 inh 1.03.
For COc1cc2c(cc1OC)C(C(=O)NCCN(C)C)C(c1cccs1)N(C)C2=O (stereo not given) the results were CHT inh inactive and Kir21 inh 0.32.
Cc1cccnc1NC(=O)c1ccc(S(=O)(=O)NCc2ccco2)cc1 was read as CHT inh inactive and Kir21 inh -1.01.
O=C(Cn1nnc(-c2ccccc2)n1)N/N=C/c1cc([N+](=O)[O-])ccc1O was read as CHT inh inactive and Kir21 inh 2.39.
`C[C@@H](NC(=O)OC(C)(C)C)c1nnc(S(=O)(=O)Cc2ccccc2)o1` gave CHT inh inactive and Kir21 inh -6.48*.
Cc1ccccc1NC(=O)CN1CCN(C)CC1 was read as CHT inh inactive and Kir21 inh 0.99.
CC1Cc2cc(S(=O)(=O)NCc3ccccc3)ccc2N1C(=O)C1CCC1 (stereo not given) was read as CHT inh inactive and Kir21 inh 0.58.
Screening Cc1cccc(NC(=S)N(CCCN2CCOCC2)Cc2ccco2)c1 returned CHT inh inactive and Kir21 inh 0.68.
N=C(N)c1ccc(OCCCCCOc2ccc(C(=N)N)cc2)cc1 was read as CHT inh inactive and Kir21 inh 1.08.
`CCOCCCn1c(=S)[nH]c2cc3c(cc2c1=O)OCO3` gave CHT inh inactive and Kir21 inh -0.01.
COc1ccc(C)cc1S(=O)(=O)N(C)CC(=O)Nc1ccccc1 was read as CHT inh inactive and Kir21 inh -0.54.
`CC(C)=CCN1CCN(Cc2c[nH]c3ccccc23)CC1CCO` (stereo not given) gave CHT inh inactive and Kir21 inh -2.36.
`Cc1ccnc(NC(=O)c2ccoc2C)c1` gave CHT inh inactive and Kir21 inh 0.06.
`Nc1ccc(C(=O)OC2CCOC2=O)cc1[N+](=O)[O-]` (stereo not given) gave CHT inh inactive and Kir21 inh 0.03.
Screening CCOC(=O)N1CCN(C(=O)C2CCC(CNS(=O)(=O)c3ccccc3)CC2)CC1 (stereo not given) returned CHT inh inactive and Kir21 inh -1.71.
For CCN1C(=O)N[C@@H](c2cccc(F)c2)C(C(C)=O)=C1C the results were CHT inh inactive and Kir21 inh 2.2.
For COc1ccc(/C=N/NC(=O)c2ccc(N(C)S(=O)(=O)c3ccccc3)cc2)c(OC)c1 the results were CHT inh inactive and Kir21 inh -0.03.
Screening CC1CCCC(C)N1CCCNC(=O)c1cc2c(=O)n(C)c3ccccc3c2n1C (stereo not given) returned CHT inh inactive and Kir21 inh -0.82.
CCn1ncc(/C=N\NC(=O)COc2ccccc2)c1C was read as CHT inh inactive and Kir21 inh 0.47.
`Cc1cccnc1NC(=O)CCc1c[nH]c2ccccc12` gave CHT inh inactive and Kir21 inh -0.37.
For N#CC1=C(SCC(N)=O)NC2=C(C(=O)c3ccccc32)C1c1ccc(Cl)cc1 (stereo not given) the results were CHT inh inactive and Kir21 inh -0.46.
Cc1ccc(S(=O)(=O)NCCc2cc3ccc(C)c(C)c3[nH]c2=O)cc1 was read as CHT inh inactive and Kir21 inh -0.87.
`O=C(CCc1ccc(S(=O)(=O)N2CCOCC2)cc1)Nc1ccc2ccccc2c1` gave CHT inh inactive and Kir21 inh 0.62.
`O=C1c2ccccc2-c2c1nc1c([n+]2[O-])CCCC1` gave CHT inh inactive and Kir21 inh 1.69.
`C=CCN(C(=O)CNC(=O)c1ccco1)C(C(=O)NC1CCCC1)c1cccs1` (stereo not given) gave CHT inh inactive and Kir21 inh -0.02.
`Cc1cccc(CCNC(=O)C2CCN(S(=O)(=O)c3cccc4cccnc34)CC2)c1` gave CHT inh inactive and Kir21 inh 0.69.
CCCc1nc2ccc(NC(=O)NCCC(=O)OCC)cc2c(=O)n1Cc1cccc(Cl)c1 was read as CHT inh inactive and Kir21 inh -1.22.
Screening O=C(CCc1nc2cccnc2n1Cc1ccccc1)N1CCOCC1 returned CHT inh inactive and Kir21 inh 0.13.
O=C(NCCC1=CCCCC1)c1c(O)nc2ccccn2c1=O was read as CHT inh inactive and Kir21 inh 0.17.
`CC(=O)Cc1nsc(Nc2ccc(C)cc2)n1` gave CHT inh inactive and Kir21 inh -0.89.
Screening COC(=O)c1nn(-c2ccccc2)c(Sc2ccccc2)c1/C=N/O returned CHT inh inactive and Kir21 inh -1.42.
Screening O=C(NCc1nnnn1-c1ccc(F)c(F)c1)c1ccc2ccccc2c1 returned CHT inh inactive and Kir21 inh -4.97.
Screening CCS(=O)(=O)N1Cc2ccccc2CC1C(=O)Nc1nnc(SCc2ccc(F)cc2)s1 (stereo not given) returned CHT inh inactive and Kir21 inh -0.63.
